MmCpn inh: blocks the Methanococcus maripaludis chaperonin Mm-Cpn | purified Mm-Cpn ATPase, ADP Transcreener TR-FRET | Potency, µM (top dose mostly 76.9 µM), for inactives: top-dose activity, negative = inhibition, most hits filed as inhibitors | 0.031% of 330,000 active; note: potency is the fitted concentration of half-maximal effect; % is set by controls: 0 for no effect and ±100 for the full control effect; nearly all actives have a fitted effect of over 80% in size
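TR-FRET (320 nm excitation; 590 and 665 nm emission) reports ADP made from 10 uM ATP by 25 nM enzyme; compounds were preincubated 10 min, reaction run 30 min, both at 37°C.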
A549 tox: A549 cytotoxicity, counter-screen for Nrf2 inhibitors; A549 ARE-Fluc cells, CellTiter-Fluor viability, 18-24 h; Potency, µM (top dose mostly 46 µM), inactives show top-dose activity change, negative = cytotoxicity, usual class: inhibitors; 0.16% of 390,000 active; AID 504648; note: potency is the fitted concentration of half-maximal effect; % is set by controls: 0 for no effect and ±100 for the full control effect
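Cytotoxicity counterscreen: CellTiter-Fluor fluorescence was measured in A549 ARE_Fluc cells after 18-24 h of compound exposure in a concentration series. The subsequent BugLite luminescent read reports ARE-luciferase activity.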
Nrf2 block: Nrf2 pathway inhibition | A549 ARE-Fluc reporter, luciferase luminescence, 18-24 h | Potency, µM (series often up to 46 µM), inactives show top-dose activity change, negative = inhibition, usual class: inhibitors | 2.1% of 360,000 active | AID 504444; note: potency is the fitted concentration of half-maximal effect; % is set by controls: 0 for no effect and ±100 for the full control effect; nearly all actives have a fitted effect of over 60% in size
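Quantitative HTS in A549 cells stably bearing an antioxidant response element-firefly luciferase construct. Inhibition of Nrf2-driven transcription was scored by luminescence after 18-24 h of compound exposure at 37 °C.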
HepG2 tox: HepG2 cytotoxicity, counter-screen for TGF-b inhibitors | HepG2 CAGA-GFP viability, ATP luminescence, 18 h | Potency, µM (series often up to 46.1 µM), without a hit: at the top dose activity change, negative = cytotoxicity, actives largely listed as cytotoxic | 0.76% of 410,000 active; note: potency is the fitted concentration of half-maximal effect; some results filed as inactive show a strong effect at the top dose
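CellTiter-Glo luminescence gave cytotoxicity after 18 hours at 37 degrees C. The cells were HepG2 CAGA-GFP in 1% FBS DMEM, stimulated with 500 pg/mL TGF-beta after compound addition. %Activity was normalised to no-cell wells (complete cell-killing) and DMSO (no toxicity), and curves were fitted and classified.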
pAkt inh: inhibitors of Akt phosphorylation. Neuro2A IGF-stimulated pAkt S473 HTRF, 20 min; stronger effect = lower value. activity change, % for hits at 50 µM. 0.32% of 360,000 active; in the data active = activity change below about -80%; inconclusive = mostly about -51% to -80%; note: % is set by controls: 0 for no effect and ±100 for the full control effect
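Single-point screen (50 µM final compound) in Neuro2A cells stimulated 20 min with 6 nM IGF at 37 deg C. After lysis, Ser473-phosphorylated Akt read by HTRF (ex 330 nm, em 615/665 nm) as the 665/615 ratio.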
TGFb inhibitor: blocks TGF-b signaling. HepG2 CAGA-GFP TGF-b/SMAD3 reporter, GFP fluorescence, 18 h; TGF-beta stimulated, 500 pg/mL final. Potency, µM (titrated, usually from 46.1 µM), for the others: at the top dose activity, negative = inhibition, actives largely listed as inhibitors. 1.2% of 410,000 active; note: potency is the fitted concentration of half-maximal effect; % is set by controls: 0 for no effect and ±100 for the full control effect; nearly all actives have a fitted effect of over 65% in size
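Read-out: total well GFP (ex488/em500-530) summed from mean per-cell fluorescence. Cells: HEPG2 CAGA-GFP, 1% FBS DMEM, 18 h at 37 degrees C with 500 pg/mL final TGF-beta. Unstimulated wells served as the full-inhibition control; stimulated DMSO wells = 0%.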
CCT modulator: changes cytosolic chaperonin activity | purified chaperonin ATPase assay, HTRF ADP detection, 30 min | activity change, % (test concentration not listed), hits read low | 0.3% of 360,000 active | AID 651819; in the data active = activity change below about -30%; note: % is set by controls: 0 for no effect and ±100 for the full control effect
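TRiC at 40 or 20 nM final (batch-dependent) in 30 mM Tris pH 7.4, 100 mM KCl, 5 mM MgCl2, 1 mM DTT, with compound at single 76 uM and 10 uM ATP, 30 min at 37 deg C. ADP detected by HTRF Transcreener, 665/615 ratio.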
S2 tox: reduces viability in counter-screen for ATXN expression inhibitors; S2 cells (HEK-293 line with an ATXN2-luciferase reporter) viability, CellTiter-Fluor protease fluorescence, 24 h; 0.49% of 400,000 active; Potency, µM (doses to about 56.7 µM), hits mostly cytotoxic; AID 651635; note: potency is the fitted concentration of half-maximal effect; nearly all actives have a fitted effect of over 40% in size
Nrf2 activator: Nrf2 pathway activation; AREc32 ARE-luciferase reporter (MCF7-derived line), luminescence, 24 h; Potency, µM (doses to about 46.1 µM), without a hit: top-dose activation, actives largely listed as activators; 0.31% of 410,000 active; AID 624171; note: potency is the fitted concentration of half-maximal effect; % of control where 0% means no effect; nearly all actives have a fitted effect of over 65% in size
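Quantitative high-throughput format: AREc32 reporter cells, 1000 per well, received compound by pin transfer and were incubated 24 hr at 37 deg C, 5% CO2, before Steady-Glo luminescence detection.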
* marks the source's active call; other numbers are inactive results; i = inactive; ? = inconclusive; · = no result given; & = joins results of further samples; [ ] = remark or other dose. Unless noted, calls come from the whole dose curve; as a rule, active = well fitted curve in the direction sought with a large enough effect; inconclusive = small, poorly fitted or top-dose-only effect, or another doubt; inactive = no such curve, though single readings can be large; an effect the other way counts as inactive or inconclusive.

SMILES	MmCpn inh	A549 tox	Nrf2 block	HepG2 tox	pAkt inh	TGFb inhibitor	CCT modulator	S2 tox	Nrf2 activator
COc1cc([N+](=O)[O-])ccc1NC(=O)CN1CCOCC1	5%	-6%	-9%	25%	i	18%	3.0	i	-0.1%
CC(C)(C)NC(=O)C1(C)CCC(=O)N1CCCn1ccnc1 (stereo unspecified)	·	·	·	-2%	i	-14%	-2.1	i	-1.3%
COC(C(=O)Nc1ccnn1C1CCN(Cc2ccc(Cl)s2)CC1)c1ccccc1 (stereo unspecified)	-1%	-11%	9%	-11%	i	-15%	-0.7	i	-0.4%
O/N=C/c1cccnc1Sc1ccccc1	1%	9%	5%	-1%	i	17%	-5.0	i	2.0%
Cc1ccc(OCC(O)CN2CCN(c3ccccc3)CC2)cc1 (stereo unspecified)	1%	0%	-15%	-10%	i	3%	-2.0	i	-0.2%
CCOc1ccc(CN(C(=O)c2ccco2)C2CCS(=O)(=O)C2)cc1 (stereo unspecified)	-3%	-5%	2%	3%	i	0%	0.5	i	-0.3%
CC(=O)Nc1nonc1-c1nc2ccccc2n1N(C(C)=O)C(C)=O	-8%	-3%	1%	5%	i	-11%	-2.3	i	-0.4%
Cc1ncc(C)c2c([N+](=O)[O-])cccc12	·	·	·	-3%	i	-4%	-0.6	i	-0.8%
O=S(=O)(Nc1ccccc1)c1cccc2nsnc12	1%	-1%	3%	6%	i	3%	2.2	i	0.0%
CC(OC(=O)c1cc(Cl)ccc1[N+](=O)[O-])C(=O)NC(C)c1ccc(F)cc1 (stereo unspecified)	0%	-7%	-5%	5%	i	0%	-2.1	i	5.7%
CCNC(=S)N1N=C2c3ccccc3CCC2C1c1ccc(F)cc1 (stereo unspecified)	-8%	-16%	-13%	6%	i	?	1.8	i	2.5%
CNS(=O)(=O)c1ccc(NC(=O)c2cncc(Br)c2)cc1	-2%	0%	1%	-12%	i	3%	-1.8	i	0.6%
CCOc1ccc(NC(=O)Cn2cc(C(=O)c3ccccc3)c(=O)c3cc4c(cc32)OCO4)cc1	·	-1%	-9%	1%	·	3%	·	i	-0.4%
CCc1noc(C)c1C(=O)Nc1nc(-c2cc(OC)ccc2OC)cs1	0%	2%	-11%	-25%	i	-16%	-1.5	?	2.6%
C=CCNC(=O)CSc1nnc(-c2ccncc2)n1CCc1ccccc1	0%	-1%	20%	1%	i	1%	-1.3	i	0.3%
O=c1c(-c2c(O)cc(O)c3c(=O)cc(-c4ccc(O)cc4)oc23)c(-c2ccc(O)cc2)oc2cc(O)cc(O)c12	0%	-10%	3%	-11%	i	-3%	0.2	i	3.3%
CS(=O)(=O)N1CCC(C(=O)NCc2ccc(F)cc2)CC1	-1%	8%	24%	17%	i	0%	-0.2	i	0.2%
O=C(CSc1n[nH]c(-c2ccncc2)n1)NCCc1ccccc1	1%	0%	·	4%	i	8%	0.8	?	-1.1%
C=CCNC(=O)c1ccccc1Cl	-1%	3%	-12%	-17%	i	-4%	-1.0	i	0.2%
COc1cccc2cc(C(N)=O)/c(=N\NC(=O)c3ccccc3)oc12	0%	-8%	4%	-17%	i	-4%	-2.7	i	0.0%
O=C(Nc1cccc2nsnc12)c1cc2c(cc1Cl)Sc1nccn1S2(=O)=O	·	0%	4%	-11%	i	0%	2.8	i	3.2%
O=C(Nc1nc2ccccc2n1CCN1CCOCC1)c1ccc(Cl)cc1	0%	3%	8%	-8%	i	1%	-0.1	i	13%
Cc1nc(-c2ccc(F)cc2)c(CC(=O)N(C)CC(=O)Nc2ccc(Br)cc2C)s1	0%	7%	-7%	-16%	i	-14%	2.8	i	3.4%
CCc1ccccc1NC(=O)c1sc(-n2nc(C)c(Cc3ccc4c(c3)OCO4)c2C)nc1C	·	5%	23%	5%	·	13%	·	i	-0.4%
COc1ccc(C(CNC(=O)c2ccc(NS(=O)(=O)c3ccccc3)cc2)N2CCOCC2)cc1 (stereo unspecified)	0%	-1%	3%	-65%	i	-18%	-0.7	i	0.5%

(list continues)
SMILES	MmCpn inh	A549 tox	Nrf2 block	HepG2 tox	pAkt inh	TGFb inhibitor	CCT modulator	S2 tox	Nrf2 activator
CCOC(=O)N1CCN(C(=O)CCS(=O)(=O)c2ccc3c(c2)CC(C)N3C(=O)CC)CC1 (stereo unspecified)	0%	-15%	-18%	-4%	·	-5%	-77*	i	2.7%
COc1ccc(OC)c(S(=O)(=O)N2CCC(C(=O)NC3CCCCCC3)CC2)c1	-1%	8%	-6%	5%	i	-11%	-1.2	i	-0.5%
Cn1c(-c2ccc(C=O)s2)nc2c3ccccc3c3ccccc3c21	?	1%	?	-7%	i	4%	-2.5	i	4.1%
COC(=O)c1ccc(NC(=O)CN2CCC(NC(=O)c3ccco3)CC2)cc1	?	0%	0%	6%	i	2%	-0.2	i	0.3%
CC(C)C(=O)NCCc1nc2ccccc2n1C	2%	10%	10%	2%	i	-4%	0.5	i	-0.3%
Cc1ccc(CSC2=NC(C)(C)Nc3ccccc32)c(C)c1	·	6%	?	-34%	·	?	·	i	3.2%
CC(C)(C)OC(=O)C[C@@H]1C/C=C\C[C@H](CC(=O)N(CCO)Cc2ccccc2)C(=O)N[C@H](C(C)(C)C)COC1=O	2%	2%	2%	0%	i	-9%	1.2	i	-0.1%
CC(C)(C)c1cc2cccnc2n1Cc1cccc(F)c1	2%	-5%	·	-9%	i	-2%	-0.4	?	2.5%
Cc1ccc(S(=O)(=O)Nc2nc(C)c(C(=O)N/N=C/c3ccccc3)s2)cc1	1%	-5%	1%	10%	i	12%	1.4	i	1.5%
O=C(Nc1ccc(F)cc1)c1ccc(CSc2ccccc2)o1	0%	7%	-1%	-33%	i	?	0.7	i	-0.5%
CCOc1ccc(-n2nc(CO)c(C(=O)NCC(c3ccccc3)c3ccccc3)n2)cc1	·	0%	25%	0%	·	0%	·	·	0.4%
Cc1cccc(C)c1NC(=O)CSc1nc2c([nH]1)c(=O)n(C)c(=O)n2C	-2%	2%	-15%	24%	i	4%	-0.6	i	0.4%
COc1ccc(-c2nc3cnccn3c2NC2CCCCC2)cc1-c1cccc(Cl)c1	0%	-9%	?	13µM*	i	?	1.1&0.8	i	-1.8%&-3.0%
Cc1ccc(-n2c(C)nn(CCOc3ccccc3)c2=O)cc1	0%	-3%	?	31%	i	-8%	-3.1	i	0.4%
COc1ccc(Cl)cc1NC(=O)CSc1ccc2nnc(CCNS(=O)(=O)c3ccccc3)n2n1	·	-1%	-7%	-4%	·	0%	·	·	11%
N#Cc1c(NC(=O)c2cc([N+](=O)[O-])ccc2N2CCOCC2)sc2c1CCCC2	-2%	0%	5%	-9%	i	2%	-1.9	i	2.5%
Cc1onc(-c2ccccc2Cl)c1C(=O)N(C)CC(=O)Nc1ccc(F)c(F)c1F	0%	-6%	0%	15%	i	10%	-3.3	i	0.5%
Cc1ccc(-c2nc(C)sc2CC(=O)OCC(=O)Nc2cccc([N+](=O)[O-])c2)cc1	0%	3%	-4%	-22%	i	?	-0.9	i	-0.1%
N#Cc1ccc(COC(=O)Cn2nnc(-c3ccccc3)n2)cc1	2%	-1%	-3%	-76%	i	5%	-0.6	i	1.6%
O=C(N/N=C\c1cn[nH]c1-c1ccccc1)c1cccs1	3%	-2%	10%	-5%	i	-28%	1.8	i	10%
CC(c1nc2ccccc2c(=O)[nH]1)N1CCN(C)CC1 (stereo unspecified)	-1%	-9%	-20%	4%	i	9%	-0.9	i	-0.1%
COC(=O)c1cccc(NC(=O)/C=C/c2ccc([N+](=O)[O-])cc2)c1	0%	6%	-9%	4%	i	3%	0.4	i	-0.4%
Cc1csc(NC(=O)CN2C(=O)c3ccccc3S2(=O)=O)n1	-8%	-1%	2%	18%	i	1%	-2.2	i	0.1%
O=C(O)CCC(=O)Nc1ccc(N2CCCCC2)c(C(=O)O)c1	-1%	0%	-13%	-12%	i	16%	-0.9	i	-0.7%
CN(C)C1=NCCN1CCc1ccccc1	-1%	-1%	10%	-17%	i	-1%	0.1	i	0.0%

Compound profiles, from the list above.
CC(=O)Nc1nonc1-c1nc2ccccc2n1N(C(C)=O)C(C)=O is listed with MmCpn inh = -8%; A549 tox = -3%; Nrf2 block = 1%; HepG2 tox = 5%; pAkt inh = i; TGFb inhibitor = -11%; CCT modulator = -2.3; S2 tox = i; Nrf2 activator = -0.4%
CNS(=O)(=O)c1ccc(NC(=O)c2cncc(Br)c2)cc1 is listed with MmCpn inh = -2%; A549 tox = 0%; Nrf2 block = 1%; HepG2 tox = -12%; pAkt inh = i; TGFb inhibitor = 3%; CCT modulator = -1.8; S2 tox = i; Nrf2 activator = 0.6%

Remaining list, next part
SMILES	MmCpn inh	A549 tox	Nrf2 block	HepG2 tox	pAkt inh	TGFb inhibitor	CCT modulator	S2 tox	Nrf2 activator
Cc1ccc(S(=O)(=O)NCCn2nc(C)nc2C)cc1	1%	1%	-16%	5%	i	22%	-1.6	i	2.7%
O=C(NCCCl)Nc1ccccc1OCCOc1ccccc1NC(=O)NCCCl	-2%	?	-18%	8%	i	5%	1.6	?	-0.8%
CC(C)Cc1nnc(NC(=O)CCC(=O)Nc2ccc(F)cc2)s1	1%	-15%	14%	16%	i	18%	-2.5	i	0.0%
COc1ccc(-c2noc(CN(C)S(=O)(=O)c3ccc(C)cc3)n2)cc1	0%	-15%	-38%	-30%	i	-8%	-2.1	i	0.7%
COc1ccccc1OCC(O)Cn1c(=N)n(CCN2CCCCC2)c2ccccc21 (stereo unspecified)	1%	?	-14%	-44%	i	31%[activator]	-1.5	?	2.4%
O=C(NC1CCCC(C(F)(F)F)C1)c1ccc([N+](=O)[O-])o1 (stereo unspecified)	-3%	-7%	-7%	16µM*	i	10µM*	2.6	i	?

From PubChem BioAssay
